Compound activity: PubChem, several laboratories
PP5 primary – blocks human protein phosphatase 5 activity; P53041; purified PP5c, OMFP substrate fluorescence; inhibition, % at 6.7 µM; 320,000 tested, 0.18% active; AID 1987;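 active means inhibition above the campaign's mean inhibition across all tested compounds plus 3 SD, cut at about 9.5% in these data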;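 further: 0% = DMSO only and 100% = 100 µM cantharidin control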
Target sequence (P53041 whole entry, looked up): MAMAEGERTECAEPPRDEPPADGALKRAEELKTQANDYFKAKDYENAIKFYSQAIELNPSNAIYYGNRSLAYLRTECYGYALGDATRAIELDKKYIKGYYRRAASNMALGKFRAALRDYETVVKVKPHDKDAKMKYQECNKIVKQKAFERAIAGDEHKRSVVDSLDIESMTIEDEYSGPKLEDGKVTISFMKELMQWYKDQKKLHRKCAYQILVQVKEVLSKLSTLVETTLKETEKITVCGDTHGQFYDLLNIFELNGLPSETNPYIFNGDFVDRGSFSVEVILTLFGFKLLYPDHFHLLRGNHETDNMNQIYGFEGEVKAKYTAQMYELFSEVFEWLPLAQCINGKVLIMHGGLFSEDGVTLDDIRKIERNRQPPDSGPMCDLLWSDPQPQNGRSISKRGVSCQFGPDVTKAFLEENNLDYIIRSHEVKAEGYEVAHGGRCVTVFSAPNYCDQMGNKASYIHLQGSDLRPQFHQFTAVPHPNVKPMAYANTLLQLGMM
GASC-1 inh – inhibitors of human GASC-1 (JMJD2C) demethylase; AID 2099; 330,000 tested, 0.069% active; inhibition, % at 2.35 µM; GST-JMJD2C(1-420) H3K9me3 demethylation, DELFIA europium;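 active means more than half of a compound's replicate wells show inhibition beyond 50%, single wells judged on their own value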;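 further: signal counts dimethyl H3K9 product captured on neutravidin plate; 0% = median of DMSO wells and 100% = 0.3 times that DMSO median; strong numbers were not always called active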
Target sequence (Q9H3R0 1-420 limits assumed): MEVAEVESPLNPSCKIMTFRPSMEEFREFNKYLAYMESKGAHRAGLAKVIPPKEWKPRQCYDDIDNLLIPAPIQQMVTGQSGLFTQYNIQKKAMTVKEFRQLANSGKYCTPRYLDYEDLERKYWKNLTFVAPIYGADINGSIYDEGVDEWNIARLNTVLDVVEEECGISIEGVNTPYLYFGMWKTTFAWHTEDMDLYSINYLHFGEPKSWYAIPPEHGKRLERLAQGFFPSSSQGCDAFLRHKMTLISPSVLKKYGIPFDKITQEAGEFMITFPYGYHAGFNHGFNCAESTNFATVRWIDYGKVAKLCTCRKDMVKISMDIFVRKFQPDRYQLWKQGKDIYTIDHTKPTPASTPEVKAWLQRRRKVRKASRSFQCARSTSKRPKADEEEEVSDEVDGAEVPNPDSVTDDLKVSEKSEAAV
PP1 counter – counter-screen for PP5 inhibitors: inhibitors of human PP1-alpha. purified PP1alpha, OMFP fluorescence. inhibition, % at 6.7 µM. 320,000 tested, 0.9% active. AID 2235;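 active means inhibition above the mean inhibition of all tested compounds plus 3 SD, computed separately for each screening campaign, cut at about 15% in these data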
VLA-4 inh – inhibition in a human VLA-4 binding assay; VLA-4 expressing cells, ligand binding flow cytometry; 330,000 tested, 0.2% active; AID 2557; inhibition, % (about 7 µM as worked out from the volumes in the protocol); in the data active means inhibition above about 50%
GRK2 aptamer HTS – human GRK2 inhibition via aptamer displacement; P25098; bead flow cytometry, FAM-aptamer displacement from GRK2; 330,000 tested, 0.59% active; AID 488847; inhibition of aptamer binding, % at 10 µM;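 active means inhibition of aptamer binding above 40%, roughly 3 SD of noise, on plates passing a quality check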;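 further: median bead fluorescence of bound FAM aptamer so fluorescent compounds give negative values; no value below 0 was filed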
procasp7 counter – counter-screen: procaspase-7 (human) activation; P55210; recombinant procaspase-7, Ac-DEVD-pNA absorbance 405 nm; D23A/D198A/D206A triple mutant, cannot self-cleave; scale: DMSO 0, 5 µM enzyme 100; activation, % at 8.5 µM; 330,000 tested, 0.093% active; AID 463210;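 active means percent activation above the screen-wide mean plus 3 SD, cut at about 25% in these data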
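Replicates: singlicate. Assay system: Procaspase-7 triple mutant (PC-7 D3A). Signal: 405 nm absorbance of p-nitroaniline. Times: 1 h preincubation, 2 h reaction. Buffer or medium: Zinc-free HEPES pH 7.4 with 300 mM NaCl, 0.01% Triton X-100. Also added: DEVD-pNA substrate. Benchmarks: DMSO wells as 0%, DMSO with 5 µM added PC-7 as 100%.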
HCV core dimer – HCV core protein dimerization inhibition | TR-FRET GST/Flag-core106 dimerization, 1536-well | inhibition, % at 5 µM | 300,000 tested, 0.33% active | AID 1899;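 active means inhibition above the mean of all tested compounds plus 3 SD, set per screening campaign, cut at about 45% in these data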
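test system = GST/Flag-tagged HCV core106 proteins | probe or stimulus = Eu donor and XL665 acceptor anti-tag antibodies | times = compound-protein-antibody incubation 4 h at 22.5 °C | signal = TR-FRET, excitation 340 nm, emission 617 and 671 nm | measure = percent inhibition of core106 dimerization signal | controls = wells lacking GST-core106 and wells with excess unlabelled core106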
proCasp3 act – activators of human procaspase-3 | P42574 | recombinant procaspase-3 D3A, Ac-DEVD-pNA absorbance 405 nm | activation, % at 8.5 µM | 330,000 tested, 0.11% active | AID 463141;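 active means activation above the mean of all tested compounds plus 3 SD, cut at about 21% in these data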;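 further: 0% = DMSO alone and 100% = DMSO wells spiked with extra 5 µM PC-3 D3A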
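Test system: Procaspase-3 D3A mutant; medium: Zinc-free HEPES/NaCl buffer with 0.01% Triton X-100 at pH 7.4; reagent: DEVD-pNA substrate; doses: one concentration, 8.5 µM nominal, 0.8% DMSO; times: 1 h preincubation plus 2 h reaction at 25 °C; signal: Epi-absorbance at 405 nm of released p-nitroaniline, 0 and 120 min; replicates: singlicate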
Fh CTSL1 inh – blocks F. hepatica cathepsin L1 in PFM18AAP counter-screen | recombinant F. hepatica cathepsin L1, Z-Leu-Arg-MCA fluorescence | inhibition, % at 5.96 µM | 300,000 tested, 0.49% active | AID 1906;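 active means inhibition above the mean of all tested compounds plus 3 SD, set per screening campaign, cut at about 17% in these data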;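 further: 0% = plate median of test compound wells and 100% = 1 µM Z-Phe-Ala-diazomethylketone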
* marks the source's active call; other numbers are inactive results; & = joins results of further samples.

`COc1cccc(NC(=O)c2cnc(SC)nc2)c1` gave PP5 primary 0.5, GASC-1 inh -17.4, PP1 counter -1.4, VLA-4 inh 11.5, GRK2 aptamer HTS 3.0, procasp7 counter -5.2, HCV core dimer 1.3, proCasp3 act 10.2 and Fh CTSL1 inh 3.1.
For CCCCC(NC(C)=O)c1nc2ccccc2n1CCC (stereo not drawn) the results were PP5 primary -0.9, GASC-1 inh 6.3, PP1 counter -1.4, VLA-4 inh 3.4, GRK2 aptamer HTS 1.0, procasp7 counter 0.3, HCV core dimer 6.8, proCasp3 act -2.1 and Fh CTSL1 inh -0.2.
Cc1ccc(C)c(Cn2nnc3c(=O)[nH]c(C4CCCN(C(=O)C5CCCCC5)C4)nc32)c1 (stereo not drawn) was read as PP5 primary 0.3, GASC-1 inh 2.2&0.6, PP1 counter 5.1, VLA-4 inh -11.4, GRK2 aptamer HTS 8.0, procasp7 counter -2.9, HCV core dimer 22.1, proCasp3 act 1.3 and Fh CTSL1 inh 2.2.
Screening COc1cc(NC(=O)c2c(F)c(F)c(OC)c(F)c2F)ccc1NC(=O)c1cccs1 returned PP5 primary 3.2, GASC-1 inh 8.0, PP1 counter 0.1, VLA-4 inh 6.9, GRK2 aptamer HTS 0.0, procasp7 counter 9.2, HCV core dimer -1.3, proCasp3 act 2.4 and Fh CTSL1 inh -2.5.
Screening C#CCOC(=O)CCC(=O)NCCc1ccccc1 returned PP5 primary -4.1, GASC-1 inh 8.7, PP1 counter -9.2, VLA-4 inh -1.4, GRK2 aptamer HTS 0.0, procasp7 counter -26.8, HCV core dimer 0.8, proCasp3 act -16.6 and Fh CTSL1 inh -1.1.
CCC(C)NC(=O)Cn1cc(S(=O)(=O)N2CCCC2)c(S(=O)(=O)N2CCCC2)c1 (stereo not drawn) was read as PP5 primary 2.6, PP1 counter -2.6, VLA-4 inh -6.6, GRK2 aptamer HTS 3.0, procasp7 counter 6.8, HCV core dimer -6.8, proCasp3 act 4.1 and Fh CTSL1 inh -0.5.
`Cc1ccc(/C=N\NC(=O)Cc2cccn2C)o1` gave PP5 primary 0.7, GASC-1 inh 59.3, PP1 counter 1.0, VLA-4 inh -3.3, GRK2 aptamer HTS 0.0, procasp7 counter -25.2, HCV core dimer 0.6, proCasp3 act -8.7 and Fh CTSL1 inh 4.0.
`Cc1ccc(S(=O)(=O)N2CCN(C(=O)c3cccc(F)c3)CC2)cc1` gave PP5 primary 3.1, GASC-1 inh 19.5, PP1 counter -4.3, VLA-4 inh 14.8, GRK2 aptamer HTS 1.0, procasp7 counter -11.6, HCV core dimer -6.3, proCasp3 act 6.1 and Fh CTSL1 inh -0.9.
`Cn1cc(CN2CC3C[C@@H]4CC2C[C@H](C3)C4)c(-c2ccc3c(c2)OCCO3)n1` gave PP5 primary -2.5, GASC-1 inh 10.6, PP1 counter -6.8, VLA-4 inh 21.9, GRK2 aptamer HTS 0.0, procasp7 counter 9.3, HCV core dimer -1.5, proCasp3 act -6.2 and Fh CTSL1 inh -0.2.
CC(C)(CNC(=O)c1ccc(-c2cccc(C(F)(F)F)c2)o1)N1CCOCC1 was read as PP5 primary 0.9, GASC-1 inh -6.8, PP1 counter -3.8, VLA-4 inh 1.3, GRK2 aptamer HTS 0.0, procasp7 counter 7.3, HCV core dimer -6.7, proCasp3 act -4.7 and Fh CTSL1 inh 2.9.
Screening CCOCCn1c(CN(C)Cc2ccccc2)nc2c1c(=O)n(C)c(=O)n2C returned PP5 primary 2.0, GASC-1 inh 3.9, PP1 counter -2.2, VLA-4 inh 28.9, GRK2 aptamer HTS 0.0, procasp7 counter -3.8, HCV core dimer -1.8, proCasp3 act 0.6 and Fh CTSL1 inh -0.3.
For CC1CCCCC1NC(=O)CSc1nnc(N)s1 (stereo not drawn) the results were PP5 primary 1.4, GASC-1 inh 4.3, PP1 counter -1.5, VLA-4 inh 12.4, GRK2 aptamer HTS 5.0, procasp7 counter 5.3, HCV core dimer -2.6, proCasp3 act 0.6 and Fh CTSL1 inh -4.7.
Screening Nc1c(-c2ccc(Cl)cc2)cnn1-c1cccc(C(F)(F)F)c1 returned PP5 primary 3.0, GASC-1 inh -1.4, PP1 counter 5.0, VLA-4 inh -3.4, GRK2 aptamer HTS 0.0, procasp7 counter 0.6, HCV core dimer 4.3, proCasp3 act -5.0 and Fh CTSL1 inh 4.5.
`CC(C)(C)NC(=O)C1CCN(S(=O)(=O)c2cccc(C(F)(F)F)c2)CC1` gave PP5 primary 2.8, GASC-1 inh -17.2, PP1 counter -4.2, VLA-4 inh 14.7, GRK2 aptamer HTS 1.0, procasp7 counter 6.1, HCV core dimer -5.1, proCasp3 act 2.3 and Fh CTSL1 inh 7.0.
`COc1ccccc1OCC(=O)NCC1CCCN(C(=O)c2ccccc2C(C)=O)C1` (stereo not drawn) gave PP5 primary 0.2, GASC-1 inh 9.4, PP1 counter -3.5, VLA-4 inh -4.6, GRK2 aptamer HTS 0.0, procasp7 counter 2.4, HCV core dimer -7.6, proCasp3 act -4.3 and Fh CTSL1 inh -1.9.
Screening Cc1ccc(SCC(=O)OCC(=O)N2CCN(C(=O)c3ccco3)CC2)c(C)c1 returned PP5 primary 1.8, GASC-1 inh -4.5, PP1 counter -3.8, VLA-4 inh -9.1, GRK2 aptamer HTS 0.0, procasp7 counter -6.1, HCV core dimer 3.1, proCasp3 act -4.7 and Fh CTSL1 inh -2.6.
Screening Cn1c(SCC(=O)N2CCOCC2)nnc1-c1ccccc1 returned PP5 primary -1.8, GASC-1 inh 2.0, PP1 counter 2.5, VLA-4 inh 15.4, GRK2 aptamer HTS 0.0, procasp7 counter -7.5, HCV core dimer -14.5, proCasp3 act -4.0 and Fh CTSL1 inh 3.6.
For Cc1cc(C(=O)NCC2CCCO2)n(-c2ccccc2)n1 (stereo not drawn) the results were PP5 primary -1.9, GASC-1 inh -26.2, PP1 counter -2.4, VLA-4 inh 0.9, GRK2 aptamer HTS 3.0, procasp7 counter 6.8, HCV core dimer 1.0, proCasp3 act 7.0 and Fh CTSL1 inh -1.0.
Screening CN(C)S(=O)(=O)c1ccc(NC(=O)CN2CCC(Cc3ccccc3)CC2)cc1 returned PP5 primary 0.7, GASC-1 inh -18.6, PP1 counter -2.8, VLA-4 inh 21.6, GRK2 aptamer HTS 0.0, procasp7 counter 11.8, HCV core dimer 4.3, proCasp3 act 5.7 and Fh CTSL1 inh -2.2.
`C/C(=N/NC(=O)c1cccc(N2CCCC2=O)c1)c1ccc(Br)cc1` gave PP5 primary 1.9, GASC-1 inh -2.0, PP1 counter 1.8, VLA-4 inh 8.1, GRK2 aptamer HTS 0.0, procasp7 counter -1.2, HCV core dimer 5.3, proCasp3 act -5.8 and Fh CTSL1 inh 1.4.

A portion of the results above, for reference:
`COc1cccc(NC(=O)c2cnc(SC)nc2)c1` gave PP5 primary 0.5, GASC-1 inh -17.4, PP1 counter -1.4, VLA-4 inh 11.5, GRK2 aptamer HTS 3.0, procasp7 counter -5.2, HCV core dimer 1.3, proCasp3 act 10.2 and Fh CTSL1 inh 3.1.
For CCCCC(NC(C)=O)c1nc2ccccc2n1CCC (stereo not drawn) the results were PP5 primary -0.9, GASC-1 inh 6.3, PP1 counter -1.4, VLA-4 inh 3.4, GRK2 aptamer HTS 1.0, procasp7 counter 0.3, HCV core dimer 6.8, proCasp3 act -2.1 and Fh CTSL1 inh -0.2.

Continuation.
For Cc1cc(C)cc(N(CC(=O)NCCSc2ccccn2)S(=O)(=O)c2ccccc2)c1 the results were PP5 primary 5.3, GASC-1 inh 2.4, PP1 counter 0.3, VLA-4 inh 17.0, GRK2 aptamer HTS 0.0, procasp7 counter 6.2, HCV core dimer 6.6, proCasp3 act 1.6 and Fh CTSL1 inh -1.6.
For O=C(COC(=O)c1ccc(NS(=O)(=O)c2ccc3c(c2)OCCO3)cc1)NC1CCS(=O)(=O)C1 (stereo not drawn) the results were PP5 primary 1.6, GASC-1 inh 4.1, PP1 counter -2.4, VLA-4 inh -2.5, GRK2 aptamer HTS 5.0, procasp7 counter -2.0, HCV core dimer -0.2, proCasp3 act 12.1 and Fh CTSL1 inh -3.7.
Screening O=C(COC(=O)c1cccc(O)c1)Nc1ccc(N2CCOCC2)cc1 returned PP5 primary 2.1, GASC-1 inh -0.1, PP1 counter -4.0, VLA-4 inh 3.5, GRK2 aptamer HTS 0.0, procasp7 counter 13.9 and proCasp3 act 2.1.
`COc1ccc(CN2C(=O)c3ccc(C(=O)O)cc3C2=O)cc1` gave PP5 primary 0.9, GASC-1 inh 4.8, PP1 counter -1.2, VLA-4 inh 1.0, GRK2 aptamer HTS 0.0, procasp7 counter 0.1, HCV core dimer -9.3, proCasp3 act -1.6 and Fh CTSL1 inh 3.6.
For CCOC(=O)N1CCC(NC(=O)c2cc(COc3c(C)cccc3C)on2)CC1 the results were PP5 primary 1.0, GASC-1 inh -9.9, PP1 counter -2.2, VLA-4 inh 1.0, GRK2 aptamer HTS 0.0, procasp7 counter 15.6, HCV core dimer 3.1, proCasp3 act 9.3 and Fh CTSL1 inh 3.5.
COCc1[nH]nc2c1C(c1ccc(F)cc1F)C(C#N)=C(N)O2 (stereo not drawn) was read as PP5 primary 0.9, GASC-1 inh -8.0, PP1 counter -0.5, VLA-4 inh -4.9, GRK2 aptamer HTS 4.0, procasp7 counter -13.9, HCV core dimer -5.4, proCasp3 act 1.5 and Fh CTSL1 inh 5.5.
Screening COCCn1c(SCC(=O)Nc2nnc(C)s2)nnc1-c1ccoc1C returned PP5 primary -1.4, GASC-1 inh 11.2, PP1 counter -0.5, VLA-4 inh 11.8, GRK2 aptamer HTS 2.0, procasp7 counter 7.2, HCV core dimer -2.6, proCasp3 act 14.6 and Fh CTSL1 inh -3.3.
COc1ccccc1-c1c(C(F)(F)F)oc2cc(OC(=O)c3ccc([N+](=O)[O-])cc3)ccc2c1=O was read as PP5 primary 1.6, GASC-1 inh -1.2, PP1 counter -0.5, VLA-4 inh 3.0, GRK2 aptamer HTS 6.0, procasp7 counter 2.3, HCV core dimer -8.5, proCasp3 act 1.3 and Fh CTSL1 inh -3.8.
For COc1cccc(CNc2ccc(C)c(Cl)c2)c1 the results were PP5 primary 2.5, GASC-1 inh 0.6, PP1 counter 1.4, VLA-4 inh 6.5, GRK2 aptamer HTS 0.0, procasp7 counter 6.5, HCV core dimer 8.4, proCasp3 act 0.5 and Fh CTSL1 inh 1.8.
Screening CC12CC3CC(C)(C1)CC(C(=O)NCc1ccncc1)(C3)C2 returned PP5 primary 4.1, GASC-1 inh -26.9, PP1 counter -1.8, VLA-4 inh 12.9, GRK2 aptamer HTS 3.0, procasp7 counter 1.1, HCV core dimer -7.2, proCasp3 act -2.2 and Fh CTSL1 inh 0.3.
Screening O=C(NCC1CCCO1)c1c(O)c2ccccc2[nH]c1=O (stereo not drawn) returned PP5 primary -1.9, GASC-1 inh 24.3, PP1 counter 3.0, VLA-4 inh -1.9, GRK2 aptamer HTS 2.0, procasp7 counter 13.9, HCV core dimer -0.1, proCasp3 act -10.3 and Fh CTSL1 inh -2.0.
